From PubChem BioAssay
PfHsp90 set2 = growth inhibition of yeast expressing Plasmodium Hsp90; 310,000 tested, 0.32% active; S. cerevisiae expressing PfHsp90, BacTiter-Glo ATP, 48 h; yeast lacking PDR1 and PDR3 efflux regulators; AID 504621; inhibition, % at 9.4 µM;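 active means every replicate shows inhibition above about 80%, whatever the replicate mean, limit read from the data; inconclusive means mean inhibition reaches the set limit but some replicate falls short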;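 further: 0% = DMSO neutral controls and 100% = 20 µM radicicol positive controls; yeast relying on Plasmodium falciparum Hsp90 in place of its own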
Rtt109 Vps75 = blocks Candida albicans Rtt109/Vps75 acetyltransferase activity; purified Rtt109/Vps75, ThioGlo CoA-SH fluorescence, 4 h; 330,000 tested, 0.16% active; AID 540336; inhibition, % at 34.9 µM; Q5AAJ8;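 active means inhibition of at least 50% in every replicate; inconclusive means best replicate reaches 50% inhibition but some replicates fall short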
Target sequence (Q5AAJ8 whole entry, looked up): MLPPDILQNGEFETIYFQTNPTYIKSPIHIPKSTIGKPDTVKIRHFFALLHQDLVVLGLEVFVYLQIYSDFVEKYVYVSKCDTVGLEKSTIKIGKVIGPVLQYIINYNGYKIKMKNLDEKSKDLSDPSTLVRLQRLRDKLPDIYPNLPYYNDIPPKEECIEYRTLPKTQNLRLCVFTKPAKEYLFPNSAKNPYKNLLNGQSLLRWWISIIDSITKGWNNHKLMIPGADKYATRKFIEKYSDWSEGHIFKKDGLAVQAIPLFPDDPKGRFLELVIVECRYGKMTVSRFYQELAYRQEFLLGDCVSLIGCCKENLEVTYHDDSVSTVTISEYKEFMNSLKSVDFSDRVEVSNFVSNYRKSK
CAL PDZ inh = inhibitors of human CAL PDZ peptide binding. purified CAL PDZ, TMR-peptide fluorescence polarization, 1 h. inhibition, % at 20 µM. 330,000 tested, 0.02% active. AID 504414;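 active means highest replicate inhibition of at least 40%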;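 further: plate controls were DMSO neutral control wells for no effect and unlabeled competitor peptide control wells for full effect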
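Test system: tagged CAL PDZ domain / Buffer or medium: sodium phosphate/NaCl buffer pH 7.4 with TCEP, IgG, Thesit / Reagent: TMR-labelled reporter peptide T*-PRC34 bound in PDZ groove / Compound dosing: single point, 20 µM / Schedule: 1 h incubation at room temperature before polarization reading / Technique: fluorescence polarization (mP) / Benchmarks: unlabelled peptide, DMSO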
PvdQ acylase = P. aeruginosa PvdQ acylase inhibition | purified PvdQ acylase, fluorescence plate reader | 340,000 tested, 0.063% active | AID 488965 | inhibition, % at 10 µM; in the data active means inhibition above about 30%, passing the limit was not always enough; inconclusive means no clear call, values can overlap the other calls;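 further: 0% = vehicle neutral wells and 100% = reference inhibitor wells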
DAGLB inh = blocks human DAGLB lipase activity. Q8NCG7. HEK293T DAGLB membrane lysate, EnzChek fluorogenic substrate. inhibition, % at 5.17 µM. 340,000 tested, 0.059% active. AID 504411; in the data active means inhibition above about 34%;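 further: 0% = enzyme with vehicle and 100% = wells lacking enzyme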
Target sequence (Q8NCG7 whole entry, looked up): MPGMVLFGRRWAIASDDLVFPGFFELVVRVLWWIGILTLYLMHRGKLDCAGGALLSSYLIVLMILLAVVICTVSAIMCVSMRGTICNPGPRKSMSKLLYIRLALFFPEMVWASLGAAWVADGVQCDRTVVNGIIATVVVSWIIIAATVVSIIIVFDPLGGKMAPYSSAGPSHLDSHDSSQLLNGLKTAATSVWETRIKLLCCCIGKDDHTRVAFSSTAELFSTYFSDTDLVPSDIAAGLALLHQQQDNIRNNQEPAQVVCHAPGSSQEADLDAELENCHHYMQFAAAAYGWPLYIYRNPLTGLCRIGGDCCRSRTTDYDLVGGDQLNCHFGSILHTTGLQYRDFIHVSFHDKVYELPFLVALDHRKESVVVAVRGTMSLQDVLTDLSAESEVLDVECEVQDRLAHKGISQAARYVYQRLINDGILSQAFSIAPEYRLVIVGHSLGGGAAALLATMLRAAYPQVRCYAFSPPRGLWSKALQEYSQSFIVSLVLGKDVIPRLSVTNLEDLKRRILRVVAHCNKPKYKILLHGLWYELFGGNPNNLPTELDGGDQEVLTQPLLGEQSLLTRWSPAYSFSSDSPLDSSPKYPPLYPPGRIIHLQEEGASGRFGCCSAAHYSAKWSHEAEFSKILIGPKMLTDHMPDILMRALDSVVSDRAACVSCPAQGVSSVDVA
AddAB inh = less growth of phage-infected E. coli with AddAB. E. coli expressing H. pylori AddAB, absorbance growth. inhibition, % at 11.9 µM. 330,000 tested, 0.29% active; in the data active means inhibition above about 12%;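 further: 0% = vehicle wells of infected cells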
phage Ecoli inh = E. coli growth loss with phage present. growth absorbance. inhibition, % at 11.9 µM. 360,000 tested, 0.26% active; in the data active means inhibition above about 11%
Wnt bcat act = activators of Wnt/beta-catenin signaling; activation, % at 9.35 µM; 300,000 tested, 1.2% active; Wnt/beta-catenin reporter cell assay, activator, plate reader; in the data active means activation above about 30%, passing the limit was not always enough; inconclusive means no clear call, values can overlap the other calls;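 further: 0% = neutral control wells and 100% = positive control wells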
Tat transport = inhibitors of E. coli Tat protein transport. inhibition, % at 10 µM. E. coli MC4100 TorA-mCherry Tat export, fluorescence. 340,000 tested, 0.036% active;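 active means mean replicate inhibition at least 50% and at least half of replicates individually reaching 50%; inconclusive means only one of the two criteria met; inactive means neither criterion met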;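 further: exported cargo escapes ClpAP degradation while cytoplasmic cargo is degraded and loses fluorescence; 0% = median of neutral control wells and 100% = median of NaSCN control wells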
Ecoli viability = reduces bacterial viability in AddAB counter-screen; 330,000 tested, 0.27% active; inhibition, % at 11.9 µM; E. coli V3065 growth, OD600 absorbance, 18 h;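 active means inhibition above the campaign's mean inhibition across all tested compounds plus 3 SD, cut at about 9.9% in these data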;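 further: uninfected addAB+ strain grown without phage in ampicillin broth; 0% = DMSO wells and 100% = ciprofloxacin 0.95 µg/ml wells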
* hit, by the source's call; i = inactive; ? = inconclusive; · = not tested or not shown.

SMILES	PfHsp90 set2	Rtt109 Vps75	CAL PDZ inh	PvdQ acylase	DAGLB inh	AddAB inh	phage Ecoli inh	Wnt bcat act	Tat transport	Ecoli viability
Cc1ccc(NC(=O)CSc2ccc(-c3cccnc3)nn2)cc1Cl	-1	-4	-1.4	-14	2	1.9	2.1	1	-3	1.8
O=C(O)CCN1C(=O)NC2(CCCC2)C1=O	-18	3	-1.4	-13	0	0.7	0.6	-5	-1	-1.6
CC(C)N1CC(C(=O)Nc2ccccc2)CC1=O (stereo unspecified)	0	8	-0.6	1	0	1.9	0.6	·	0	2.4
Cc1cc(C)c(S(=O)(=O)N2CCc3ccccc32)c(C)c1	7	-4	-1.6	-3	-9	1.5	2.8	-5	-7	0.9
CCOCC(=O)NCc1ccc2c(c1)OCO2	·	1	-1.3	-13	1	0.6	3.0	·	2	-0.2
CCCN1CCN(C(=O)C(NC(=O)c2ccco2)C(C)C)CC1 (stereo unspecified)	6	?	-2.1	15	-3	2.7	2.8	-2	-6	2.6
CCN(CC)c1ccc(NC(=O)c2ccccc2F)cc1S(=O)(=O)Nc1ccccc1OC	8	1	-1.4	15	-1	2.5	4.2	·	-5	-0.9
NS(=O)(=O)c1ccc(CCNC(=S)NC(=O)c2ccccc2Br)cc1	9	0	-0.9	-7	1	-0.1	1.9	0	5	0.1
Cc1cc(NC(=O)CSc2nnc(C)c(=O)n2N)no1	-4	3	0.2	-13	1	1.0	0.1	0	0	-1.3
O=C(NC1CCCCC1)N1CCCCCC1	-11	31	-1.5	0	1	1.7	-1.6	5	-3	-1.2
Cc1occc1C(=O)Nc1cccc([N+](=O)[O-])c1C	10	0	-2.3	1	-2	-1.1	1.9	1	0	1.0
O=C(CSc1ccccc1)NCc1ccccn1	15	-5	-0.3	-8	-1	1.0	2.4	1	3	1.6
Cc1cccc(-n2c(C)cc(/C=C3\C(=N)N4N=C(CC(C)C)SC4=NC3=O)c2C)c1	-10	0	1.2	-5	2	1.7	1.3	4	-2	-0.4
C/C(=N/NC(=O)CSc1nc2ccccc2s1)c1ccncc1	11	-1	-0.3	-11	0	0.8	2.6	-2	-3	1.4
CCc1ccc(-n2c(SCC(=O)Nc3cccc(S(=O)(=O)NC4=NCCCCC4)c3)nc3ccccc3c2=O)cc1	11	-16	-1.7	-1	0	-0.3	-1.1	-1	-19	-0.5
O=C(O)CCN1C(=O)/C(=C\c2cccc(OCC(=O)Nc3ccc(Cl)cc3)c2)SC1=S	-1	20	-3.2	1	6	0.7	4.1	-2	6	-1.0
CC(=C\c1ccccc1)/C=C1/SC(=S)N(CCCC(=O)O)C1=O	-15	3	-2.6	-7	11	·	1.6	0	9	·
CC(=O)Nc1ncc(Cc2cccc(Cl)c2)s1	-10	-4	-2.1	-6	4	-0.3	3.6	8	10	-1.8
CCc1ccc(-c2csc(-c3c[nH]c4ccccc34)n2)cc1	4	-6	1.4	-17	-1	1.9	-0.7	·	-13	0.7
O=C1c2ccccc2C(=O)N1c1ccc(Cc2ccncc2)cc1	-5	4	-0.8	-16	0	4.6	4.6	-1	-5	-0.7

Overlap with the part before: two entries; new compounds follow.
SMILES	PfHsp90 set2	Rtt109 Vps75	CAL PDZ inh	PvdQ acylase	DAGLB inh	AddAB inh	phage Ecoli inh	Wnt bcat act	Tat transport	Ecoli viability
CCc1ccc(-c2csc(-c3c[nH]c4ccccc34)n2)cc1	4	-6	1.4	-17	-1	1.9	-0.7	·	-13	0.7
O=C1c2ccccc2C(=O)N1c1ccc(Cc2ccncc2)cc1	-5	4	-0.8	-16	0	4.6	4.6	-1	-5	-0.7
CCN1CCN(c2nc3ccccc3nc2C(C#N)C(=O)OC2CCCCC2)CC1 (stereo unspecified)	8	5	-3.9	7	1	·	-0.9	·	5	·
Cn1cnc([N+](=O)[O-])c1Sc1nc(N)nc2c1ncn2Cc1ccccc1	12	-4	0.0	-7	3	·	2.0	-4	5	·
O=C1/C(=C/c2cccnc2)Oc2cc(OS(=O)(=O)c3ccccc3)ccc21	-7	3	0.9	-1	5	1.8	·	·	?	-1.5
Cc1cc(C(=O)Nc2c(C)n(C)n(-c3ccccc3)c2=O)c(C)o1	19	-5	-0.4	-7	2	1.3	3.4	·	1	-1.7
CC(O)c1nc2cc([N+](=O)[O-])ccc2n1Cc1ccccc1 (stereo unspecified)	28	0	·	1	-1	0.2	-2.5	0	-16	-2.2
Cc1cccc(Cn2cnc3ccccc32)c1	-9	30	-1.5	9	3	1.5	3.1	-2	5	2.9
CC(=O)c1ccc(-c2cccc(-c3nc4ccccn4c3NC3CCCCC3)c2)cc1	2	-9	-0.5	2	-4	1.1	2.0	-3	?	-0.3
CCC1CCCCN1C(=O)Cn1c(=O)n(CCC(=O)NCc2ccco2)c(=O)c2sccc21 (stereo unspecified)	-18	-2	-0.9	-10	0	1.4	1.8	-1	-10	-0.2
CC(C)(C)c1ccc(OCC(=O)N2CCCCCC2)c(Br)c1	2	-5	-2.1	4	-2	2.6	3.7	-1	-4	-0.6
O=C(N/N=C/c1ccccn1)c1ccc(N/N=C/c2ccccn2)cc1	2	-1	-0.9	-7	-1	3.7	4.2	2	-12	-7.8
CCCC(C(=O)NCC1CCCO1)N(C(=O)CNS(=O)(=O)c1ccccc1)c1ccc(F)cc1 (stereo unspecified)	-10	6	-2.4	0	-4	2.8	1.2	-2	-1	0.2
Cc1cc(NC(=O)CSCC(=O)OCc2nnc(-c3ccc(F)cc3)o2)no1	4	-8	-1.2	-15	3	0.8	0.9	-4	-1	-1.0
O=S(=O)(c1ccc2ccccc2c1)N1CCOCC1	27	-5	-0.6	-13	0	6.5	-2.0	1	-6	-0.9
CCCc1ncc(C(O)c2ccccc2OC)n1C (stereo unspecified)	-17	1	-0.3	-9	·	-0.5	4.3	0	-6	-3.9
CCC(=O)N1CCc2cc(Br)cc(S(=O)(=O)N3CCC(C(=O)NC(C)C)CC3)c21	1	-6	-2.4	-11	3	2.5	0.5	-4	5	3.0
COc1ccc(NC(=O)N2CCC(c3ccccc3)C2)c(OC)c1 (stereo unspecified)	17	-6	-1.5	1	-6	1.2	1.3	2	-3	-0.3
CCn1c(=O)c2cc(S(=O)(=O)NCc3ccccc3)ccc2n(CC)c1=O	14	-11	-2.3	-15	-1	-0.3	-0.8	7	-7	0.2
O=C(c1cc(-c2ccc(Cl)c(Cl)c2)on1)N1CCN(c2ccccc2)CC1	·	2	-2.2	-6	-2	0.9	0.0	·	-6	1.2
CCOC(=O)c1c(C)c(-c2ccccc2)n(CC(=O)N2CCCC2)c1C	7	3	0.6	-6	1	-2.1	2.4	-2	-1	-0.2
S=C(Nc1ccc(Cl)cc1)Nc1cccc2cnccc12	-31	4	-0.1	-9	2	-0.4	6.8	20	-5	0.3
NC1=NC(=O)/C(=C\C=C\c2ccccc2)S1	-1	1	-3.9	-5	-3	1.8	0.9	·	-2	-0.3
COC(=O)NC(NS(=O)(=O)c1ccccc1)(C(=O)OC)C(F)(F)F (stereo unspecified)	4	0	-0.4	-6	3	-0.6	5.2	3	6	-3.1
COc1ccc(CC2(CO)CCN(CC3=Cc4cc(Cl)ccc4OC3)CC2)cc1	-9	8	-0.6	-13	-5	3.9	4.5	-6	1	3.5
COc1ccc(C2/C(=C(\O)c3ccc4c(c3)OCCO4)C(=O)C(=O)N2CCCn2ccnc2)cc1 (stereo unspecified)	17	14	-0.8	-2	-3	0.4	-0.9	-2	0	0.2
O=C(CCc1ccccc1)Nc1ccc(N2CCOCC2)c(Cl)c1	24	-2	-1.1	-28	3	0.2	3.2	·	1	2.2
Cc1ccccc1NC(=O)C1=CC=CN2CCS(=O)(=O)N=C12	3	9	-0.3	8	-1	3.1	1.7	3	9	-0.6
COc1cc(C(=O)N(C)C2CCCCC2)ccc1OC1CCN(C(C)=O)CC1	1	-24	-0.8	-8	0	3.5	3.3	0	8	-0.1
COc1ccccc1NS(=O)(=O)c1ccc(C)c(C(=O)NC2=NCCS2)c1	21	-2	-0.2	-8	-1	0.8	-0.3	-1	-8	-0.2
NS(=O)(=O)c1ccc(N2N=C(c3ccccc3)CC2c2ccccc2)cc1 (stereo unspecified)	-14	i	21	-60	3	4.6	0.9	·	19	0.3
Cn1ccnc1SCC(=O)Nc1ccc([N+](=O)[O-])cn1	9	-7	-0.9	-4	-1	·	3.4	1	24	·
Cc1ccc(NC(=O)c2oc(=O)c3ccccc3c2-c2ccccc2)c(C)c1	-13	-4	0.6	-10	-15	1.5	2.3	-2	-2	1.7
CCCN(CCC)C(=O)Cn1c(=O)c2ccccc2n2c(=S)sc(-c3ccccc3C)c12	4	-7	-1.4	1	4	0.3	6.0	·	-6	0.7
Cc1nnc(NC(=O)c2ccc(S(=O)(=O)N3CCCCC3)cc2)s1	-20	-10	-0.6	-3	-2	1.5	0.1	63*	-2	0.9
Cc1cc(CCN2CCC(=O)NC2=O)ccc1OC(C)C	20	5	-1.3	-7	1	0.8	1.1	-1	-2	-1.1
CC(CCc1ccccc1)NC(=O)COC(=O)c1ccc(F)cc1 (stereo unspecified)	3	4	-3.2	-1	1	-2.2	-1.0	-1	11	-3.8
COc1ccc(/C=C/C(=O)NCCc2ccc(S(N)(=O)=O)cc2)cc1	11	4	-0.1	-4	-1	1.4	0.7	·	-6	-1.0
Cc1coc2cc3oc(=O)c(CCC(=O)NCc4ccccn4)c(C)c3cc12	0	-1	0.6	-9	1	3.7	3.4	0	-3	-0.7
CN(Cc1cccc(F)c1)C(=O)CN1C(=O)NC2(CCc3ccccc32)C1=O (stereo unspecified)	2	1	-1.9	-3	2	0.8	1.9	3	-4	-0.7
Cc1cccc(Oc2ccccc2NC(=O)c2cnccn2)c1	3	-5	-2.0	-7	-8	2.3	0.8	·	-2	-2.7
O=C(O)c1ccc(S(=O)(=O)c2ccc3c(c2)C(=O)N(Cc2ccco2)C3=O)cc1	10	2	-2.6	-5	3	1.3	3.1	·	6	3.4
Cc1ccc(S(=O)(=O)N2CC=C(C(=O)NCc3ccccc3)CC2)cc1	34	4	0.2	-11	-1	0.6	2.1	-1	2	1.3
CCN1CN(Cc2ccco2)CNC1=S	-3	1	-3.0	7	-1	2.3	1.4	-5	-12	1.1
C/C(CC(=O)Nc1ccc(Cl)cc1C(F)(F)F)=N\NC(=O)c1cccs1	-15	9	-0.9	-12	1	1.0	-0.2	10	-9	-2.5
Cc1ccc(C)c(OCC(=O)NNC(=O)c2ccc(NC(=O)C3CC3)cc2)c1	-1	3	-2.7	-14	-3	·	0.7	1	2	·
O=C1CN(c2ccccc2)C(=S)N1C(=O)c1ccc(Br)cc1	3	5	-0.3	-7	-8	1.3	1.1	0	-1	-0.4
COc1ccccc1NC(=O)/C(C#N)=C/c1ccncc1	-23	-17	-2.1	-13	0	1.0	2.1	-1	-4	-0.6
Cc1ccc(NC(=O)c2cc(C)nn2-c2ccccc2)cc1	-6	0	-0.3	-4	-1	-2.0	1.4	1	-7	-0.4
CCOC(=O)N1CCC(NC(=O)c2cc(S(=O)(=O)N3CCC4(CC3)OCCO4)ccc2F)CC1	3	-5	-0.7	-8	0	1.1	0.9	·	-1	-1.6
